# EPAC2 antagonist – antagonists of human EPAC2; Q8WZA2; EPAC2 GEF exchange of Rap1B-BODIPY-GDP, fluorescence; Potency, µM (series often up to 114 µM), inactives show at the highest dose activity, negative = inhibition, most hits filed as inhibitors; 360,000 tested, 0.18% active; AID 720708; note: % is set by controls: 0 for no effect and ±100 for the full control effect; nearly all actives have a fitted effect of over 45% in size; many of its hits are not listed in these tables
# PTHR1 agonist – PTHR1 (human) receptor agonism | Q03431 | HEK293 GP2 PTHR1 cells, GloSensor cAMP luminescence, 1 h | Potency, µM (highest dose often 115 µM), without a hit: top-dose activation, usual class: activators | 410,000 tested, 0.075% active | AID 743266; note: nearly all actives have a fitted effect of over 55% in size; some results filed as inactive show a strong effect at the top dose; inactives centre near -15; many of its hits are not listed in these tables
#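 HEK-293-derived GP2 cells expressing PTHR1 and a GloSensor cAMP reporter, 3,000/well, plated overnight, given luciferin plus IBMX (each 0.5 mM as added) for 1 h at 37 °C, then compound for 1 h at 37 °C. Luminescence was read after 15 min at room temperature.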
# aSyn yeast inh – rescues yeast growth from alpha-synuclein toxicity. 370,000 tested, 0.14% active. Potency, µM (titrated, usually from 46.1 µM), inactives show at the highest dose growth rescue (activation), hits mostly activators. Yeast expressing alpha-synuclein, growth rescue, BacTiter-Glo, 24 h; note: % of control where 0% means no effect; nearly all actives have a fitted effect of over 65% in size
#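 Screening used galactose-induced yeast with toxic alpha-synuclein levels, exposed to compound for 24 hr at 30 deg C. Cell growth, read with BacTiter-Glo luminescence, gave the measured signal.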
# TDP-43 yeast inh – TDP-43 toxicity inhibition in yeast. TDP-43 expressing yeast growth rescue, BacTiter-Glo, 24 h. 410,000 tested, 1.8% active. Potency, µM (top dose mostly 46.1 µM), without a hit: top-dose growth rescue (activation), usual class: activators; note: % of control where 0% means no effect; nearly all actives have a fitted effect of over 50% in size
#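 Yeast cells expressing TDP-43 under galactose induction are exposed to compounds for 24 hr at 30 deg C. BacTiter-Glo luminescence measures growth, so protective compounds score as activators.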
# EPAC1 agonist – agonists of human EPAC1 | Potency, µM (titrated, usually from 154 µM), for the others: at the top dose activation, usual class: activators | AID 720707 | 360,000 tested, 0.073% active | O95398 | EPAC1 agonist qHTS, biochemical assay; response scale: 100% = response to 6.5 mM cAMP; note: nearly all actives have a fitted effect of over 60% in size
# Target sequence (O95398 whole entry, looked up): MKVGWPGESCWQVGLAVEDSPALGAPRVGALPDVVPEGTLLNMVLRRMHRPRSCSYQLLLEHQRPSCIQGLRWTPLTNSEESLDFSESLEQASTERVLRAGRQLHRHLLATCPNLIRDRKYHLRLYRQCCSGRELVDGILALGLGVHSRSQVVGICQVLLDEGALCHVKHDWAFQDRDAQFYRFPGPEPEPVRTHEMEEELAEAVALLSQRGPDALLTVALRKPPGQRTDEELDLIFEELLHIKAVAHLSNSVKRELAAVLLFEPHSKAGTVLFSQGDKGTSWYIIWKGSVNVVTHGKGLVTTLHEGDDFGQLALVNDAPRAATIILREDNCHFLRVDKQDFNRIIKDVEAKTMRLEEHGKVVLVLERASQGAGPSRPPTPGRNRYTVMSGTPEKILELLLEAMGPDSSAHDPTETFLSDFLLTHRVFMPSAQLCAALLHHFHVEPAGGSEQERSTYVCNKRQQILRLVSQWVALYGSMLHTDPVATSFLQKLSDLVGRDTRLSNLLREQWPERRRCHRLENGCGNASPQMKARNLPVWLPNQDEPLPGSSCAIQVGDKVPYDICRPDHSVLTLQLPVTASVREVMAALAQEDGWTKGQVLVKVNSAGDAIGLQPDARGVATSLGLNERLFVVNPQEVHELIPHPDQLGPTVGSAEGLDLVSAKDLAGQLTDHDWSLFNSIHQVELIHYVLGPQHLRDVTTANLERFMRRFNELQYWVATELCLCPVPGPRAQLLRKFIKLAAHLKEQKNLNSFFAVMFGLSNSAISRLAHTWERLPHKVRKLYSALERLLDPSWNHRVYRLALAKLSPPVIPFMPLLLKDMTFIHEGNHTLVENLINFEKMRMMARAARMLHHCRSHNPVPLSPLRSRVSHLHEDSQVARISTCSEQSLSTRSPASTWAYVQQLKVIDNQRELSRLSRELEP
#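 EPAC1 100 nM, Rap1B–BODIPY-GDP 250 nM, unlabeled GDP 50 uM; compound titration; 5 min RT; kinetic read ex480/em540 at 5-min intervals ×30 min; data normalized to 6.5 mM cAMP agonist control.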
# EPAC2 agonist – activates human EPAC2 exchange factor; 360,000 tested, 0.079% active; Potency, µM (doses to about 154 µM), inactives show at the top dose activation, hits mostly activators; EPAC2 activation, biochemical qHTS; response scale: 100% = 6.5 mM cAMP response; note: nearly all actives have a fitted effect of over 50% in size
#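 Fluorescence exchange assay: 100 nM EPAC2 with 250 nM RAP1B-BODIPY-GDP and 50 uM GDP; compounds tested as a concentration-titration series (qHTS). Loss of Rap1-bound BODIPY-GDP fluorescence read at 480/540 nm; data normalized to 6.5 mM cAMP.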
# FUS yeast rescue – FUS proteinopathy suppression in yeast; S. cerevisiae FUS-expressing, growth rescue, OD600, 24 h; Potency, µM (doses to about 76.6 µM), inactives show at the top dose growth rescue (activation), hits mostly activators; 390,000 tested, 0.24% active; AID 1347120;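 note: plate controls were DMSO vehicle for no effect and reference control for full effect; nearly all actives have a fitted effect of over 55% in size; some results filed as inactive show a strong effect at the top dose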
#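 Galactose (2%) drives FUS expression in yeast precultured in raffinose; seeding density OD 0.005. Test compounds incubated 24hr at 30C and 99% humidity before absorbance at 600 nm was measured.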
# EPAC1 antagonist – blocks human EPAC1 exchange factor | AID 720709 | 360,000 tested, 0.14% active | EPAC1 GEF assay, Rap1b-BODIPY-GDP exchange fluorescence | Potency, µM (series often up to 115 µM), inactives show at the top dose activity change, negative = inhibition, usual class: inhibitors;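 note: plate controls were vehicle for no effect and positive control for full effect; nearly all actives have a fitted effect of over 50% in size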
# * marks the source's active call; other numbers are inactive results; i = inactive; ? = inconclusive; · = no result given; [ ] = dose if it differs, or a comment. Calls come from the whole dose curve; as a rule, active = well fitted curve in the direction sought with a large enough effect; inconclusive = small, poorly fitted or top-dose-only effect, or another doubt; inactive = no such curve, though single readings can be large; an effect the other way counts as inactive or inconclusive. Potency is the fitted concentration of half-maximal effect. A portion of the library. The share of hits here may be higher or lower than overall.
# Order of values: FUS yeast rescue | PTHR1 agonist | aSyn yeast inh | EPAC2 agonist | TDP-43 yeast inh | EPAC2 antagonist | EPAC1 antagonist | EPAC1 agonist
CCOc1ccc(N2CC(=O)SC2=S)cc1
    -10% | i | -6% | 4% | ? | 3% | 9% | 4%
O=C(COc1ccccc1O)Nc1ccc(Cl)cc1
    17% | -26%[57.5 µM] | -2% | 0% | -2% | -9% | -14% | -4%
COc1ccc(C)cc1NC(=O)C1COc2ccccc2O1 (centres undefined)
    3% | i | 1% | 1% | 12% | ? | 4% | 13%
O=C(C#Cc1ccccc1)Nc1ccccc1F
    -8% | -36%[inhibitor] | -10% | 20% | ? | 2% | 1% | 14%
O=C(Nc1ccnn1C1CCN(C(=O)c2cccnc2)CC1)c1cccc(F)c1
    -40% | -23% | 4% | 6% | 22% | 5% | 4% | -2%
CCS(=O)(=O)N1CCCC(C(=O)NC2CCCCC2)C1 (centres undefined)
    8% | i | 2% | 9% | -5% | 3% | -7% | 12%
Cc1cccc(COc2ccc(/C(O)=C3\C(=O)C(=O)N(CCN(C)C)C3c3ccncc3)cc2)c1 (centres undefined)
    16% | i | 7% | -2% | 0% | -9% | -3% | 6%
CCC/C=N/NC(=O)C1COc2ccccc2O1 (centres undefined)
    -8% | -8% | 2% | 6% | ? | -1% | 6% | -6%
CC(=O)NCCC(=O)Nc1cc(S(=O)(=O)N2CCOCC2)ccc1Oc1ccccc1
    9% | i | -1% | -2% | 3% | 6% | 14% | 0%
Cc1ccc(C2/C(=C(/O)c3cnn(-c4ccccc4)c3C)C(=O)C(=O)N2CCN2CCOCC2)o1 (centres undefined)
    0% | i | 6% | -8% | 10% | -9% | -10% | -4%
CCOC(=O)c1c(-c2ccc(-c3ccccc3)cc2)csc1NC(=O)c1cccc(N2C(=O)CCC2=O)c1
    0% | -5% | -1% | 6% | -22% | 15% | 17% | 4%
Cc1c(CC(=O)N[C@@H](C)C(=O)O)c(=O)oc2cc3oc4c(c3cc12)CCCC4
    -12% | i | -1% | 1% | 5% | 1% | 14% | -15%
O=C(OCC(=O)N1c2ccccc2Sc2ccccc21)c1ccc[n+]([O-])c1
    33% | -4% | 1% | 2% | -20%[0.397 µM] | -20% | -7% | -3%
COc1ccc(CNC(=O)CNS(=O)(=O)c2cccs2)cc1
    -13% | 16% | -4% | 1% | 8% | 0% | -10% | -4%
Cc1ccc(S(=O)(=O)N2CCOCC2)cc1C(=O)N1CCC(Cc2ccccc2)CC1
    32% | i | 3% | 4% | -3% | -4% | 16% | 9%
NS(=O)(=O)c1ccc(CCNC(=O)CCCn2ncn3c(cc4occc43)c2=O)cc1
    -8% | i | 8% | 1% | 10% | 0% | 30%[activator] | 3%
COc1ccc(CC(=O)NN2C(=O)c3ccccc3C2=O)cc1
    · | i | 1% | -3% | 2% | 2% | 9% | 4%
CCN1CCCC1Cn1cnc2c([nH]c3cc(OC)ccc32)c1=O (centres undefined)
    -12% | i | 4% | -7% | -4% | 4% | 7% | 3%
CC(C)(C)C(=O)NNC(=O)c1cc(C(C)(C)C)nn1Cc1ccccc1
    13% | -5% | 0% | 4% | -4% | -1% | -9% | -13%
O=C1c2ccccc2C(=O)N1CCc1c[nH]c2ccccc12
    -1% | -46%[inhibitor] | 13% | 18% | 7% | -24% | -29% | -14%
CCCc1cc(=O)[nH]c(SCC(=O)c2ccc3c(c2)OCCO3)n1
    · | i | -22% | 2% | -24% | 27% | 20% | 0%
CC1CN(c2nn3c(=O)c4ccccc4nc3c3ccccc23)CC(C)O1 (centres undefined)
    16% | -15%[57.5 µM] | 11% | 12% | -11% | -5% | -8% | 1%
O=C(CSc1nnc(-c2ccc(Cl)s2)o1)N1CCCc2ccccc21
    -11% | i | -18% | 12% | 4% | 1% | -23% | -1%
CC(C)n1cnc2c(NCc3ccccc3)nc(NCc3ccccc3)nc21
    -22% | -8% | -38%[inhibitor] | 15% | 0% | -2% | -16% | -15%
COc1ccc(N=Nc2cc(C)ccc2O)cc1
    -14% | -37%[inhibitor] | -14% | 15% | 17% | -11% | -8% | 14%
CCN(CC)S(=O)(=O)c1ccc(C(=O)NC(=S)N(CCC#N)Cc2cccnc2)cc1
    25% | 5% | -2% | 0% | -8% | -2% | 5% | -3%
CC(Sc1nnc(Cc2ccccc2)n1C)C(=O)NC1CC1 (centres undefined)
    -18% | -14% | -1% | 6% | 0% | 2% | -11% | 5%
Oc1ccccc1N=Nc1nc(-c2ccccc2)c(-c2ccccc2)[nH]1
    · | -64%[inhibitor] | -57%[inhibitor] | 7% | ? | -15% | -17% | 7%
COc1ccc(/C=C2\SC(=S)N(CCCC(=O)Nc3ccccn3)C2=O)cc1OC
    · | -23% | 0% | 4% | 6% | 43%[activator] | -1% | 17%
COc1cc(OC)nc(Oc2ccc(NC(C)=O)cc2)n1
    -4% | i | -1% | 1% | -2% | 2% | -10% | 0%

# The list goes on, starting with the last four of the part before.
# Order of values: FUS yeast rescue | PTHR1 agonist | aSyn yeast inh | EPAC2 agonist | TDP-43 yeast inh | EPAC2 antagonist | EPAC1 antagonist | EPAC1 agonist
CC(Sc1nnc(Cc2ccccc2)n1C)C(=O)NC1CC1 (centres undefined)
    -18% | -14% | -1% | 6% | 0% | 2% | -11% | 5%
Oc1ccccc1N=Nc1nc(-c2ccccc2)c(-c2ccccc2)[nH]1
    · | -64%[inhibitor] | -57%[inhibitor] | 7% | ? | -15% | -17% | 7%
COc1ccc(/C=C2\SC(=S)N(CCCC(=O)Nc3ccccn3)C2=O)cc1OC
    · | -23% | 0% | 4% | 6% | 43%[activator] | -1% | 17%
COc1cc(OC)nc(Oc2ccc(NC(C)=O)cc2)n1
    -4% | i | -1% | 1% | -2% | 2% | -10% | 0%
COc1ccc(CCNC(=O)C2COc3ccccc3O2)cc1OC (centres undefined)
    27% | -8% | 9% | -1% | · | 0% | 0% | -3%
COc1ccc(Cl)cc1N(CC(=O)NCc1ccccn1)S(=O)(=O)c1ccc(C)cc1
    25% | i | 9% | 10% | 10% | 4% | -4% | -4%
NC(=O)Cn1c(=O)n(Cc2ccco2)c(=O)c2c3c(sc21)CCCCC3
    32% | i | -14% | 8% | -13% | 19% | -1% | -5%
Cc1cc(C(=O)CSc2nc3ccccc3c(=O)[nH]2)c(C)n1C
    ? | -73%[inhibitor] | 5% | -5% | -1% | -4% | -5% | 10%
CCOc1ccccc1NC(=O)CSc1nnc2ccc(-c3ccncc3)nn12
    14% | -9% | -5% | 0% | 4% | -1% | -17% | 6%
COc1ccccc1/C=C/CN1CCOCC1
    4% | -14% | 1% | 12% | -23% | -2% | -2% | 7%
CCN(CC)C(=O)C1=C(C)N(CCCOC)C(=O)C(CC(=O)NCC2CCCCC2)C1 (centres undefined)
    0% | -3% | -11% | 1% | 20% | 4% | 11% | -1%
COc1ccccc1-c1sc2ccccc2c1-c1ccc2c(c1)OCCO2
    -5% | -5% | -8% | 4% | 11% | -13% | -7% | 2%
COc1cc(-c2nnc(SCc3cc(=O)oc4cc(C)ccc34)o2)cc(OC)c1OC
    ? | -2% | 10% | 5% | ? | -2% | 14% | 5%
CCC(C)NC(=O)c1cn(CC)c2cc(N3CCN(C)CC3)c(F)cc2c1=O (centres undefined)
    -24% | i | -2% | 1% | 12% | -5% | 8% | 15%
O=C(O)c1cscn1
    -4% | i | -13% | 0% | 6% | 0% | -1% | -2%
O=C(NCc1nc2ccccc2[nH]1)c1cccs1
    -7% | i | 6% | 10% | 24% | 8% | 12% | -19%
CC1CCN(S(=O)(=O)c2ccc3c(c2)CCN3C(=O)C2CCC2)CC1
    -20% | -2% | 6% | -4% | 0% | 1% | -1% | -8%
CC1CCN(S(=O)(=O)c2cn(CC(=O)Nc3cccc(C#N)c3)cn2)CC1
    14% | -11% | -3% | -7% | -19% | 8% | 1% | -4%
CC(C)C(=O)Nc1ccc(NC(=O)c2cccc(F)c2)cn1
    19% | i | 8% | 3% | 6% | 1% | 8% | 0%
O=C(Nc1ccc(S(=O)(=O)NCc2cccnc2)cc1)c1ccccc1Cl
    · | -52%[inhibitor] | 6% | 0% | 7% | -2% | 4% | 3%
COc1ccc(NC(=O)C2CCN(S(=O)(=O)c3cccc4cccnc34)CC2)cc1
    -10% | -27% | 1% | 3% | 5% | -6% | -11% | 3%
Cc1ccc(C)c(-n2cc(CNCCc3cnccn3)c(-c3ccccc3)n2)c1
    -4% | i | 0% | 8% | 5% | -1% | -2% | 3%
O=C(/C=C/c1ccccc1)NNC(=O)C1CC1
    -10% | 1% | -2% | 7% | -32%[inhibitor] | 6% | -1% | 4%
Cc1ccc(CNC(=O)C(=O)NCC2OCCN2S(=O)(=O)c2ccc(C)cc2)cc1 (centres undefined)
    · | i | -4% | -3% | -10% | -2% | -18% | -13%
Cc1ccc(Cl)cc1-n1ncc2c(NNC(=O)c3ccco3)ncnc21
    26% | -22% | 10% | -8% | 20% | -14% | -15% | -15%
CCOC(=O)c1cnc2ccc(OCC)cc2c1NCc1ccccc1
    · | -39%[inhibitor] | 1% | -4% | 8% | -10% | -1% | -10%
COC(=O)C1=C(C)N(c2ccccc2)C(=S)NC1c1ccccc1C(F)(F)F (centres undefined)
    34% | -9% | -11% | -3% | 0% | -28% | -7% | -1%
COc1cccc(C(=O)NCC(c2cccs2)N2CCOCC2)c1 (centres undefined)
    · | i | 10% | 1% | -9% | 21% | 15% | -5%
CCOC(=O)C1(Cc2ccc(Cl)cc2)CCN(CCCn2cccn2)CC1
    10% | -20% | -3% | 3% | -3%[0.397 µM] | -6% | -5% | 4%
CCCNC(=O)Nc1ccc(NC(C)=O)cc1
    -29% | i | -4% | 17% | -14% | -2%[57.1 µM] | -13% | -9%
O=C(Nc1cccc(C(=O)NC2CC2)c1)c1ccc(F)c(S(=O)(=O)N2CCOCC2)c1
    15% | -1% | 2% | 4% | 14% | 0% | -6% | 0%
Cc1ccc(-c2nc3ccccc3[nH]2)cc1N
    6% | -22%[57.5 µM] | -27% | 11% | -33%[inhibitor] | 0% | 1% | 10%
CC(=O)Nc1ccc(OCc2ccc3c(c2)OCO3)cc1
    25% | -72% | -9% | 0% | 20% | -10% | -2% | -3%
Cc1nn(C)c(C)c1S(=O)(=O)N1CCC(C(=O)NC2CCCCCC2)CC1
    -14% | -33% | 3% | 2% | 2% | -7% | -4% | 1%
O=C(COC(=O)/C=C/c1ccc(S(=O)(=O)N2CCOCC2)cc1)Nc1ccc(F)c(F)c1F
    11% | -14% | -2% | 3% | 10% | -8% | -9% | -8%
O=C(CCN1CCN(Cc2ccccc2)CC1)NNC(=O)Nc1cccc(C(F)(F)F)c1
    7% | -3% | -1% | 2% | 5% | -2% | 5% | -3%
